Screening data deposited in PubChem BioAssay by National Center for Advancing Translational Sciences (NCATS).
NTMT1 inh = NTMT1 methyltransferase inhibition | Q9BV86 | NTMT1 MTase-Glo SAH luminescence, purified enzyme | Potency, µM (series often up to 114 µM), for the others: top-dose activity change, negative = inhibition, actives largely listed as inhibitors | 2.5% of 59,000 active;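 note: plate controls were DMSO vehicle for no effect and no enzyme for full effect; nearly all actives have a fitted effect of over 65% in size; many of its hits are not listed in these tables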
FH mod = Identification of activators of human fumarate hydratase by quantitative high-throughput screening | Potency, µM (highest dose often 79.9 µM), for inactives: at the highest dose activity change, negative = inhibition, actives largely listed as inhibitors | FH coupled MDH/diaphorase resazurin fluorescence, 15 min | AID 1347055, 2019 | 0.22% of 54,000 active | Fumarate hydratase, mitochondrial (Homo sapiens), P07954; note: the screen sought activators but most active calls are inhibition curves; nearly all actives have a fitted effect of over 45% in size
* marks the source's active call; other numbers are inactive results; u = inconclusive; & = joins results of further samples; [ ] = dose if it differs, or a comment. Calls come from the whole dose curve; as a rule, active = well fitted curve in the direction sought with a large enough effect; inconclusive = small, poorly fitted or top-dose-only effect, or another doubt; inactive = no such curve, though single readings can be large; an effect the other way counts as inactive or inconclusive. Unless noted, % is set by controls: 0 for no effect and ±100 for the full control effect; potency is the fitted concentration of half-maximal effect. Only part of the results is shown; the hit share may differ from the screen's.

Second line of a record: NTMT1 inh | FH mod
> COc1ccc2[nH]cc(CCNC(C)=O)c2c1
  3% | -12%&-13%&-13%[53.3 µM]
> COC(=O)C1=CO[C@@H](O[C@@H]2O[C@H](CO)[C@@H](O)[C@H](O)[C@H]2O)[C@H]2[C@@H]1[C@H](O)C[C@]2(C)O
  6%[29.8 µM] | -3%[53.3 µM]
> CC(C)(C)c1cc(CN2CCN(CC(O)c3ccc(Cl)cc3)CC2)cc(C(C)(C)C)c1O (stereo not given)
  -1%[57.5 µM] | 0%
> CC(C)NCCCn1c(Sc2cc3c(cc2I)OCO3)nc2c(N)ncnc21
  -7%[57.5 µM] | 2%
> Cc1ccccc1-n1c(Cn2nc(-c3cccc(O)c3)c3c(N)ncnc32)nc2cccc(C)c2c1=O
  -2%&-29%[57.5 µM] | -28%
> C/C=C(/C)C(=O)OC1CC(C)(C)CC2C3=CCC4C5(C)CCC(O[C@@H]6O[C@H](C(=O)O)[C@@H](O)[C@H](O)[C@H]6O[C@@H]6O[C@H](CO)[C@H](O)[C@H](O[C@@H]7OC[C@H](O)[C@H](O)[C@H]7O[C@@H]7O[C@H](CO)[C@@H](O)[C@H](O)[C@H]7O)[C@H]6O)C(C)(C)C5CCC4(C)C3(C)C(O)C(O)C12CO (stereo not given in full)
  12%[6.45 µM] | 18%[13.5 µM]
> COC(=O)C1=COC(OC2OC(CO)C(O)C(O)C2O)C2C1C=CC2(O)CO (stereo not given)
  -5%[29.8 µM] | -8%[53.3 µM]
> COc1cc(C(=O)N2CCOCC2)cc(OC)c1OC
  35%[activator][57.5 µM] | -2%[53.3 µM]
> COc1ccc(-n2c(SCCCN3C(=O)c4cccc5cccc(c45)C3=O)nnc2-c2ccncc2)cc1
  1%[57.5 µM] | -11%
> CC1(O)CC(O)C2(O)C=COC(O[C@@H]3O[C@H](CO)[C@@H](O)[C@H](O)[C@H]3O)C12 (stereo not given in full)
  -5%[29.8 µM] | 2%[53.3 µM]
> COC(=O)C[C@H]1C(C)(C)[C@H](OC(=O)c2ccccc2)C2CC3=C4CC(=O)O[C@@H](c5ccoc5)[C@]4(C)CCC3[C@@]1(C)C2=O (stereo not given in full)
  2%[29.8 µM] | -1%[53.3 µM]
> CN1CC(=O)N2[C@H](c3ccc4c(c3)OCO4)c3[nH]c4ccccc4c3C[C@@H]2C1=O
  10% | -9%[53.3 µM]
> C=C1CCCC2(C)CCC(C(C)(C)OC3OC(C)C(O)C(O)C3OC(=O)/C(C)=C\C)CC12 (stereo not given)
  -2%[29.8 µM] | -12%[53.3 µM]
> c1ccc2c(c1)CCCC2C1=NCCN1 (stereo not given)
  -7%[57.5 µM] | -9%&3%[53.3 µM]
> C=C1C(=O)O[C@@H]2C[C@]3(C)[C@@H](CCC(C)O)[C@@H]3C[C@H]12 (stereo not given in full)
  -2%[57.5 µM] | 6%
> CC1=CC(=O)CC(C)(C)C1CCC(C)OC1OC(COC(=O)c2cc(O)c(O)c(O)c2)C(O)C(O)C1O (stereo not given)
  -4%[29.8 µM] | 0%[53.3 µM]
> COc1cc(C(C)C)c(Oc2cnc(N)nc2N)cc1I
  u | -10%
> COCCOc1nc(-c2ccc(Cl)c(Cl)c2)n(-c2ccc(NC(=O)CCl)cc2)n1
  -3%&31%[57.5 µM] | -11%
> O=C(/C=C/c1ccc(O)c(O)c1)OCc1ccccc1O[C@@H]1O[C@H](CO)[C@@H](O)[C@H](O)[C@H]1O
  -19%[29.8 µM] | -1%[53.3 µM]
> O=C(/C=C/C=C/c1ccc2c(c1)OCO2)N1CCCCC1
  u | -3%

Profiles from above. Screens in order: NTMT1 inh, FH mod
COc1cc(C(=O)N2CCOCC2)cc(OC)c1OC in the list: 35%[activator][57.5 µM], -2%[53.3 µM]
Cc1ccccc1-n1c(Cn2nc(-c3cccc(O)c3)c3c(N)ncnc32)nc2cccc(C)c2c1=O in the list: -2%&-29%[57.5 µM], -28%
c1ccc2c(c1)CCCC2C1=NCCN1 (stereo not given) in the list: -7%[57.5 µM], -9%&3%[53.3 µM]
CC1=CC(=O)CC(C)(C)C1CCC(C)OC1OC(COC(=O)c2cc(O)c(O)c(O)c2)C(O)C(O)C1O (stereo not given) in the list: -4%[29.8 µM], 0%[53.3 µM]

The list goes on.
Second line of a record: NTMT1 inh | FH mod
> C[C@@H]1CN(c2c(F)c(F)c3c(=O)c(C(=O)O)cn(C4CC4)c3c2F)C[C@H](C)N1
  17%[12.6 µM] | -3%[13.5 µM]
> C=CC(C)(O)CC/C=C(\C)C(=O)OC1C(O)C(CO)OC(OC(=O)C23CCC(C)(C)CC2C2=CCC4C5(C)CCC(OC6OC(COC7OCC(OC(C)=O)C(O)C7OC7OC(COC(C)=O)C(O)C(O)C7O)C(O)C(O)C6O)C(C)(C)C5CCC4(C)C2(C)C(O)C3O)C1OC1OCC(OC2OCC(O)C(OC3OCC(O)C(O)C3O)C2O)C(O)C1O (stereo not given)
  16%[6.45 µM] | 26%[13.5 µM]
> CC(C)c1cccc(C(C)C)c1NC(=O)Nc1ccc(Sc2ccc([N+](=O)[O-])cc2)cc1
  22%[57.5 µM] | -6%
> CC(=O)Nc1cccc(Nc2ncnc(N3CCC(OCc4ccc(OC(F)(F)F)cc4)CC3)n2)c1C
  6%[57.5 µM] | u
> C[C@H](NCc1ccc2c(c1)nc(NC(=O)c1ccc(-c3cn[nH]c3)s1)n2CCc1ccccc1)C(C)(C)C
  8%[57.5 µM] | 6%[53.3 µM]
> C/C=C(\C)C1C(C)=CC2CCC(OS(=O)(=O)O)C(C)C2C1/C=C/C=C/C(=O)O (stereo not given)
  -9%[29.8 µM] | -1%[53.3 µM]
> OC[C@H]1O[C@@H](Oc2ccc(O)cc2)[C@H](O)[C@@H](O)[C@@H]1O
  32%[activator][57.5 µM] | 2%[53.3 µM]
> CC1C(=O)CC2C3CCC(C(=O)O)C12CC3(C)CO (stereo not given)
  u | -4%
> CN(C)CC[C@@H](c1ccc(Br)cc1)c1ccccn1
  30%[57.5 µM] | 2%&-7%[53.3 µM]
> CCOC(=O)[C@@H](N)Cc1ccc(-c2cc(O[C@H](c3ccc(Cl)cc3-n3ccc(C)n3)C(F)(F)F)nc(N)n2)cc1
  16% | 1%
> CN1CCN(CCCN2c3ccccc3Sc3ccc(C(F)(F)F)cc32)CC1
  u | u
> CCOc1cc(C(=O)Nc2ccc(Cl)c(-c3nc4ccccc4[nH]3)c2)cc(OCC)c1OCC
  -2%&17%[57.5 µM] | -14%
> COc1cc(-c2nc(N[C@H](CO)Cc3ccccc3)ccc2C(=O)NCCOc2ccccc2)cc(OC)c1OC
  7%[57.5 µM] | -6%
> CC1CCC2C(C(=O)O)=CC3(O)CC(C)(C)CC123 (stereo not given)
  -4%[57.5 µM] | 0%
> CC1OC(OC2C(OC3C(O[C@H]4CC[C@@]5(C)C(CC[C@]6(C)C5C(=O)CC5=C7CC(C)(C)CC(O)[C@]7(C)CC[C@]56C)C4(C)C)OC(C(=O)O)C(O)C3O)OCC(O)C2O)C(O)C(O)C1O (stereo not given in full)
  10%[12.6 µM] | 0%[20.6 µM]
> CC(C)C[C@@H]1NC(=O)[C@@H]2C[C@@]34C[C@@H]5[C@@]6(C)CCCC(C)(C)C6CC[C@@]5(C)N(c5ccccc53)[C@H]4N2C1=O (stereo not given in full)
  4%[29.8 µM] | -5%[53.3 µM]
> Cc1ccc(NC(=O)C(C)C)cc1C1CCN(Cc2ccc(Oc3ccc(F)c(F)c3)cc2)CC1
  2%[57.5 µM] | -16%
> COc1c(C)c2c(c(O)c1C/C=C(\C)CCC(=O)OCCN1CCOCC1)C(=O)OC2
  9% | -3%[53.3 µM]
> CN/C(=C\[N+](=O)[O-])NCCSCc1ccc(CN(C)C)o1
  -16%[57.5 µM] | 0%&-12%[53.3 µM]
> CCC(C)C(=O)OC1CC(O)C23C4OCC5(C(O)CC2C1(C)C(O)O4)C3C(=O)CC1(C)C(c2ccoc2)CC2OC215 (stereo not given)
  8%[29.8 µM] | 0%[53.3 µM]
> CO[C@H]1/C=C\O[C@@]2(C)Oc3c(C)c(O)c4c(O)c(c5c(nc6cc(C)ccn65)c4c3C2=O)NC(=O)C(C)=CC=C[C@H](C)[C@H](O)[C@@H](C)[C@@H](O)[C@@H](C)[C@H](OC(C)=O)[C@H]1C
  -22%[57.5 µM] | u
> CCc1cccc(N(C)C(N)=Nc2cccc3ccccc23)c1
  22%[57.5 µM] | -7%&-9%[53.3 µM]
> COc1cc(O)c(C(=O)O)c(CCc2ccccc2)c1
  -2%[57.5 µM] | -9%
> CC(C)NCC(O)c1cc(O)cc(O)c1 (stereo not given)
  -15%[57.5 µM] | -4%&-7%[53.3 µM]
> CC(C)[C@H]1CCC(CO)=C[C@@H]1/C=C(\CO)C(=O)O
  -12%[57.5 µM] | 7%
> CC[C@H](CC[C@@H](C)[C@H]1CC[C@H]2[C@@H]3CC=C4C[C@@H](O)CC[C@]4(C)[C@@H]3CC[C@]12C)C(C)C
  12%[57.5 µM] | 5%[53.3 µM]
> CCOC(=O)CCC(=O)O[C@H]1[C@H](O[C@@H]2[C@@H](C)[C@H](O[C@H]3C[C@@](C)(OC)[C@@H](O)[C@H](C)O3)[C@@H](C)C(=O)O[C@H](CC)[C@@](C)(O)[C@H](O)[C@@H](C)C(=O)[C@H](C)CC2(C)O)O[C@H](C)C[C@@H]1N(C)C (stereo not given in full)
  -1%[57.5 µM] | 6%
> Nc1nc2c(nc(Sc3ccc(Cl)cc3)n2[C@@H]2O[C@@H]3COP(=O)(O)O[C@H]3[C@H]2O)c(=O)[nH]1
  -12%[57.5 µM] | 0%
> O=C(N[C@H]1CCC[C@H](CO)C1)C1CCN(c2nc3cc(Cl)c(-c4ccc(Cl)cc4)cc3o2)CC1
  -7%[57.5 µM] | -10%
> CC1(C)CC[C@]23CO[C@@]4(CCC5[C@@]6(C)CC[C@H](O[C@@H]7OC[C@H](O[C@@H]8O[C@H](CO)[C@@H](O)[C@H](O)[C@H]8O)[C@H](O)[C@H]7O[C@@H]7O[C@H](CO)[C@@H](O[C@@H]8O[C@H](CO)[C@@H](O)[C@H](O)[C@H]8O)[C@H](O)[C@H]7O)[C@@](C)(CO)C6CC[C@@]5(C)[C@]4(C)C[C@H]2OC2OCC(O)C(O)C2O)C3C1 (stereo not given in full)
  5%[6.45 µM] | 8%[13.5 µM]
> CC[C@@H](C)Nc1cc(C(=O)NC2CC3CCC(C2)N3c2ccc(C(=O)C3CC3)cn2)c(C)cc1C(N)=O (stereo not given in full)
  -1%[57.5 µM] | -10%
> Cc1cc(O)cc(C)c1Cl
  7%[57.5 µM] | -6%[53.3 µM]
> CCCCCOC(=O)Nc1nc(=O)n([C@@H]2O[C@H](C)[C@@H](O)C2O)cc1F (stereo not given in full)
  35%[57.5 µM] | 15%[53.3 µM]
> CC(C)N=C(N)/N=C(\N)Nc1ccc(Cl)cc1
  18%[57.5 µM] | 7%[53.3 µM]
> CCCC/C=C\CCCCCc1cc(=O)c2ccccc2n1C
  6%[29.8 µM] | -3%[53.3 µM]
> CC[C@@]1(O)C[C@H](O[C@H]2C[C@H](N(C)C)[C@H](O[C@H]3C[C@H](O)[C@H](O[C@H]4CCC(=O)[C@H](C)O4)[C@H](C)O3)[C@H](C)O2)c2c(cc3c(c2O)C(=O)c2c(O)cccc2C3=O)[C@@H]1C(=O)OC
  u | -5%[53.3 µM]
> COc1cc(OC)cc(-c2ccc3c(-c4ccc(F)cc4)[nH]nc3n2)c1
  11%[57.5 µM] | 7%
> OC[C@]1(O)OC[C@@H](O)[C@H](O)[C@@H]1O
  5%[57.5 µM] | 0%[53.3 µM]
> Cc1c(CN(C)C(=O)/C=C/c2cnc3c(c2)CCC(=O)N3)oc2ccccc12
  -6%[57.5 µM] | 1%
> CCN1/C(=C/C(C)=O)Sc2ccc(O)cc21
  3% | 3%
> CC1=C2C=C(CO)C(CO)CCC2(C)CCC1=O (stereo not given)
  5%[57.5 µM] | 5%
> COC(=O)c1ccc(NC(C)=O)cc1OC
  -21%[57.5 µM] | -1%[53.3 µM]
> Cc1onc(C(=O)N2CCN(C(c3ccc(Cl)cc3)c3ccc(Cl)cc3)CC2)c1[N+](=O)[O-]
  -22%[57.5 µM] | -18%
> O=C1C(Cc2ccc(O)cc2)N2C(=O)CCN(C(=O)NCc3ccccc3)C2CN1Cc1cccc2ccccc12 (stereo not given)
  4%[57.5 µM] | -14%
> N#CSc1cc(SC#N)c(N)nc1N
  7.8µM* | 0%[20.6 µM]
> O=C(c1ccccn1)c1cnn2c(-c3ccncc3)ccnc12
  5%[57.5 µM] | -5%
> C=C1C(=O)O[C@@H]2C[C@@]3(C)CCCC(=C)[C@]3(O)C[C@H]12
  4%[57.5 µM] | 1%
> COc1cc(C/C(=C/NC(C)=O)N(CC(=O)Cc2ccccc2)C(C)=O)cc2c1OCO2
  10%[29.8 µM] | -1%[53.3 µM]
> CNC(=O)COC(=O)NCCC1CCN(c2cccc(C)n2)CC1
  2%[57.5 µM] | 0%
> O=C(NO)c1ccc(CC(=O)N(CCO)c2ccccc2)cc1
  10%[4.22 µM] | 5%
> CN(C)CCCOC1(Cc2ccccc2)CCCCCC1
  -2%[57.5 µM] | 1%[53.3 µM]
